Screens deposited in PubChem BioAssay by National Center for Advancing Translational Sciences (NCATS).
aSyn yeast inh – qHTS of alpha-syn Inhibitors; Yeast expressing alpha-synuclein, growth rescue, BacTiter-Glo, 24 h; Potency, µM (titrated, usually from 46.1 µM), without a hit: at the highest dose growth rescue (activation), usual class: activators; actives 0.14% (n = 370,000); AID 652106, 2013; further: potency means the concentration at half of the fitted maximal effect; % of control where 0% means no effect; nearly all actives have a fitted effect of over 65% in size
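Readout is rescue of growth in alpha-synuclein-expressing yeast, so inhibitors of toxicity appear as activators. Growth after 24 hr at 30 deg C in galactose medium is quantified by luminescence.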
Abeta rescue – qHTS for compounds that reverse cellular toxicity of Amyloid beta (A-beta) peptide in yeast: Primary Screen; yeast expressing A-beta42, growth rescue, OD600, 48 h; response scale: 0% DMSO, 100% iron-clioquinol control; Potency, µM (highest dose often 46.1 µM), inactives show top-dose growth rescue, usual class: activators; actives 0.063% (n = 410,000); further: potency means the concentration at half of the fitted maximal effect; nearly all actives have a fitted effect of over 55% in size
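Yeast A-beta toxicity model in growth medium with pinned compounds, 48 h at 30 C; growth read as absorbance at 600 nm. Normalized to FeCl3/clioquinol equimolar mix (positive) and DMSO (negative).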
MmCpn inh – Inhibitors of TCP-1 ring complex (TRiC) of Methanococcus maripaludis (MmCpn): qHTS; Chaperonin Mm-Cpn (Methanococcus maripaludis); purified Mm-Cpn ATPase, ADP Transcreener TR-FRET; Potency, µM (series often up to 76.9 µM), without a hit: top-dose activity, negative = inhibition, most hits filed as inhibitors; actives 0.031% (n = 330,000); further: potency means the concentration at half of the fitted maximal effect; on the % scale 0 is the no-effect control and ±100 the full control effect; nearly all actives have a fitted effect of over 80% in size
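ATPase turnover read by TR-FRET ADP competition (Eu cryptate antibody/ADP-d2, 665/590 nm): 10uM ATP final, 25nM Mm-CPN final, 30 min 37degC after 10-min compound preincubation, pH 7.4 Tris/KCl/MgCl2/DTT buffer.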
Akt phos inh – HTS Assay for Inhibitors of Akt Phophorylation: Primary Screen | Neuro2A IGF-stimulated pAkt S473 HTRF, 20 min; active compounds read low | activity change, % for hits at 50 µM | actives 0.32% (n = 360,000) | AID 651550, 2012; in the data active means activity change below about -80%; inconclusive means mostly about -51% to -80%; further: on the % scale 0 is the no-effect control and ±100 the full control effect
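Neuro2A cells in DMEM with 0.5% FBS, overnight at 37 deg C, given compound at single 50 µM final, then IGF (6 nM final) for 20 min at 37 deg C. Lysed; phospho-Akt Ser473 by HTRF after 24 h, 665/615 ratio.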
GLP-1R inv ag – qHTS of GLP-1 Receptor Inverse Agonists (Inhibition Mode); Glucagon-like peptide 1 receptor (Homo sapiens), P43220; Potency, µM (highest dose often 38.3 µM), for inactives: top-dose activity change, negative = inhibition, usual class: inhibitors; HEK293 GLP-1R CRE-luciferase, luminescence, 24 h; GLP-1R form is constitutively active; actives 1.6% (n = 410,000); further: potency means the concentration at half of the fitted maximal effect; on the % scale 0 is the no-effect control and ±100 the full control effect; nearly all actives have a fitted effect of over 55% in size
Target sequence (P43220 whole entry, looked up): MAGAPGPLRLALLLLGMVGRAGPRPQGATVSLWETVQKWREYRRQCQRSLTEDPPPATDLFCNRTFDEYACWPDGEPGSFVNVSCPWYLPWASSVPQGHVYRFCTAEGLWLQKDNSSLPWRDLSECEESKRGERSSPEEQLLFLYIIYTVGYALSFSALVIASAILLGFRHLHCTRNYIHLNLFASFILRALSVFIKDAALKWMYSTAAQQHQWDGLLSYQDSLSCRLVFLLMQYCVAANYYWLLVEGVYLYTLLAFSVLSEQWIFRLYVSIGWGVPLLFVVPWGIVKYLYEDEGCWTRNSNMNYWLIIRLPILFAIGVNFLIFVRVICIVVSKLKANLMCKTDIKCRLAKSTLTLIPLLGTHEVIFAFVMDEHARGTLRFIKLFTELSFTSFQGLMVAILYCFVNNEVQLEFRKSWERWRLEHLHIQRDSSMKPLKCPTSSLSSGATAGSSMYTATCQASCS
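Assay principle: reduced luminescence from a cAMP-responsive reporter in HEK293 cells co-expressing a constitutively active GLP-1R. Conditions: 24 hr compound incubation, 37 deg C, 5% CO2.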
HEK293 tox – qHTS of GLP-1 Receptor Inverse Agonists: Cytotox Screen; actives 0.13% (n = 410,000); AID 624418, 2012; Potency, µM (series often up to 38.3 µM), without a hit: top-dose activity change, negative = inhibition, most hits filed as inhibitors; HEK293 cAMP-luciferase reporter cells, luminescence, 24 h;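 further: loss of luciferase light is scored as toxicity; potency means the concentration at half of the fitted maximal effect; on the % scale 0 is the no-effect control and ±100 the full control effect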
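Step one: seed cells (200 cells/uL, DMEM with 10% Nu serum, 1% pen-strep). Step two: 12-hour incubation at 37 deg C. Step three: pin 23 nL compound, incubate 24 hr. Step four: add luciferase reagent, read luminescence 12 min later.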
FUS yeast rescue – qHTS for Suppressors of FUS Proteinopathy: Primary screen using FUS-linked yeast assay; S. cerevisiae FUS-expressing, growth rescue, OD600, 24 h; Potency, µM (top dose mostly 76.6 µM), inactives show at the highest dose growth rescue (activation), usual class: activators; actives 0.24% (n = 390,000);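 further: potency means the concentration at half of the fitted maximal effect; plate controls were DMSO vehicle for no effect and reference control for full effect; nearly all actives have a fitted effect of over 55% in size; some results filed as inactive show a strong effect at the top dose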
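Yeast FUS proteinopathy model; galactose-induced FUS (2%), starting OD 0.005. Cpds in dilution series, 24hr, 30C, 99% humidity. Abs 600 nm growth. Pos ctrl CP55940 (top 92uM final); neg ctrl DMSO.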
PTHR1 ag – qHTS for PTHR1 Agonists: Primary Screen; HEK293 GP2 PTHR1 cells, GloSensor cAMP luminescence, 1 h; actives 0.075% (n = 410,000); Parathyroid hormone/parathyroid hormone-related peptide receptor (Homo sapiens), Q03431; AID 743266, 2014; Potency, µM (series often up to 115 µM), for inactives: top-dose activation, hits mostly activators; further: potency means the concentration at half of the fitted maximal effect; nearly all actives have a fitted effect of over 55% in size; some results filed as inactive show a strong effect at the top dose; inactives centre near -15; many of its hits are not listed in these tables
Target sequence (Q03431 whole entry, looked up): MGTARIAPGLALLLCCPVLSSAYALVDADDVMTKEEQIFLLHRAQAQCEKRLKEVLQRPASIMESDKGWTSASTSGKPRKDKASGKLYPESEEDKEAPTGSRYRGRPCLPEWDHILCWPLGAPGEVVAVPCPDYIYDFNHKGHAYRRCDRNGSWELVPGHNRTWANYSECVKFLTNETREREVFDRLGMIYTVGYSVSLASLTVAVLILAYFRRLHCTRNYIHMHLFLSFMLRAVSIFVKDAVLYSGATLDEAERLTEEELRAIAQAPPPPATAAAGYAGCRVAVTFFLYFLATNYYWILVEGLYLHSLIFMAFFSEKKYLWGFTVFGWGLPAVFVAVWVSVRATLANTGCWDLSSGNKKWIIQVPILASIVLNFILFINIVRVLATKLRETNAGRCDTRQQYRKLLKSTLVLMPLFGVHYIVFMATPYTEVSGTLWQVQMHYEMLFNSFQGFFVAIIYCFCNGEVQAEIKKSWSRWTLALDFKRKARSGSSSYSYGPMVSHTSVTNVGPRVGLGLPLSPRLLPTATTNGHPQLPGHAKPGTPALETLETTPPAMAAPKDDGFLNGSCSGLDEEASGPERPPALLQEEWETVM
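HEK-293-derived GP2 cells expressing PTHR1 and a GloSensor cAMP reporter, 3,000/well, plated overnight, given luciferin plus IBMX (each 0.5 mM as added) for 1 h at 37 °C, then compound for 1 h at 37 °C. Luminescence was read after 15 min at room temperature.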
TDP-43 yeast inh – qHTS of TDP-43 Inhibitors | TDP-43 expressing yeast growth rescue, BacTiter-Glo, 24 h | Potency, µM (series often up to 46.1 µM), without a hit: top-dose growth rescue (activation), usual class: activators | actives 1.8% (n = 410,000) | AID 652104, 2013; further: potency means the concentration at half of the fitted maximal effect; % of control where 0% means no effect; nearly all actives have a fitted effect of over 50% in size
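Yeast expressing TDP-43 (pregrown in raffinose, seeded at OD600=0.02 in galactose medium) exposed to compounds 24 hr at 30 deg C. Growth read by BacTiter-Glo luminescence; rescue of toxicity appears as increased signal.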
* marks the source's active call; other numbers are inactive results; i = inactive; ? = inconclusive; nt = not tested or not shown; [ ] = another dose, or the depositor's remark. Unless noted, the call rests on the fitted dose curve; in most records, active means well fitted curve in the direction sought with a large enough effect; inconclusive means small, poorly fitted or top-dose-only effect, or another doubt; inactive means no such curve, though single readings can be large; an effect the other way counts as inactive or inconclusive. A portion of the library (hit frequency here may not be typical).

SMILES | aSyn yeast inh | Abeta rescue | MmCpn inh | Akt phos inh | GLP-1R inv ag | HEK293 tox | FUS yeast rescue | PTHR1 ag | TDP-43 yeast inh
O=C(NCc1cccs1)C(=O)NCC1OCCCN1S(=O)(=O)c1ccccc1 (configuration not stated) | 1% | 13% | 1% | i | -3% | 1% | nt | i | 1%
COc1ccc(N2CCN(C(=O)CCNS(=O)(=O)c3ccc(C)cc3)CC2)cc1 | -4% | -21% | 1% | i | -8% | -1% | nt | i | 6%
Cc1ccc(-n2c(SCC(=O)N/N=C/C=C/c3ccccc3[N+](=O)[O-])nc3ccccc3c2=O)cc1 | 5% | 3% | -3% | i | -24% | -12% | 18% | -7% | 19%
O=C(NCC1CCCO1)c1ccc(C(=O)NCC2CCCO2)cc1 (configuration not stated) | 3% | -8% | -3% | i | 1% | -11% | 12% | i | -20%
Cn1nnnc1SCC(=O)N1N=C(c2cccs2)CC1c1cccs1 (configuration not stated) | 1% | -4% | 0% | i | -35% | 10% | 24% | -34%[inhibitor] | 12%
CCn1cc(Br)c(C(=O)Nc2ccc(F)c(Cl)c2)n1 | 0% | -11% | 1% | i | ? | -16% | 13% | -29% | 11µM*
COc1cc(OC)cc(-c2nnc(SCC(=O)NCc3cccs3)o2)c1 | -3% | 9% | -2% | i | -20% | -15% | -6% | ? | -15%
CCOc1ccc(S(=O)(=O)N2CCN(C(=O)CCC(=O)N3CCOCC3)CC2)cc1 | 2% | 17% | -2% | i | -9% | 0% | 15% | i | 9%
O=C(c1ccc(Cl)cc1)N1CCN(c2cc(=O)[nH]nc2-c2ccccc2)CC1 | 4% | -1% | 1% | i | -9% | -18% | ? | i | 18%
COc1ccc(CNC(=O)C2CCN(c3nnc(N4CCCC4=O)s3)CC2)cc1 | -2% | -7% | 2% | i | 11% | 3% | -4% | -22% | 12%
O=C(COC(=O)c1ccccn1)NNC(=O)c1ccc(Br)cc1 | -2%[1.84 µM] | -1% | 0% | i | 10% | -33% | 2% | i | -2%
Cc1ccccc1-n1c(O)c(C=NC2CCS(=O)(=O)C2)c2ccccc2c1=O (configuration not stated) | -1% | 4% | 1% | i | -7% | 5% | 13% | i | 12%
O=C(Nc1ccccc1N1CCOCC1)[C@@H]1O[C@H](CO)[C@H](O)[C@H](O)[C@H]1O | -1% | -18% | nt | i | 20% | 8% | -8% | -6% | -30%
FC(F)(F)c1ccccc1NC(=S)Nn1cnnc1 | 0% | -7% | -2% | i | 8% | 4% | -4% | -8% | ?
N#CCSc1nccc(/C=C/c2ccccc2)n1 | 2% | -22% | -3% | i | 12%[7.66 µM] | 5%[7.66 µM] | 5% | -48%[inhibitor] | -12%[9.22 µM]
O=S(=O)(Cc1nnnn1-c1ccc(Br)cc1)c1ccccc1 | 13% | -5% | nt | i | -20% | 5% | -6% | -6% | 24%
Cc1cccc(N2CCN(c3nnnn3-c3ccccc3)CC2C)c1 (configuration not stated) | 6% | 1% | 0% | i | -17% | -8% | 13% | i | 0%
CCCCCN(C(=O)NC(=O)Nc1cccc(C)c1C)S(C)(=O)=O | 2% | -6% | 0% | i | -19% | 4% | -7% | -11% | 7%
CCc1ccc(-c2cc(C)no2)cc1S(=O)(=O)N1CCCN(Cc2ccc(F)cc2)C1 | 0% | 6% | 0% | i | 2.5µM* | -24% | 17% | -27% | 8%
Nc1ncnc2c1ncn2[C@@H]1O[C@H](C(=O)NCC(F)(F)F)[C@@H](O)[C@H]1O | -7% | -7% | nt | i | 25% | -12% | -18% | -12% | 13%
CCOC(=O)CC1C(=O)NCCN1S(=O)(=O)c1ccc(F)cc1 (configuration not stated) | 5% | -2% | 0% | i | 0% | 5% | -9% | -1% | -8%
O=C(c1ccc2c(c1)OCO2)N1CCN(c2ccccc2)CC1 | -6% | 2% | 1% | i | 0% | -12% | -19% | -19% | 27%
CCOC(=O)CN1NC2(CCCCC2)NC1=S | 3% | 5% | 0% | i | 0% | -16% | 5% | -11% | -6%
CSCc1c(C(=O)NCCc2ccccn2)oc2ccccc12 | -9% | 6% | 0% | i | -19% | 0% | 6% | -5% | 7%
COc1cccc(NC(=O)C2CCN(c3nnc(-n4c(C)ccc4C)s3)CC2)c1 | nt | -4% | nt | nt | 4% | 3% | 2% | -11% | 5%

Overlap with the part before: seven entries, followed by the next part.
SMILES | aSyn yeast inh | Abeta rescue | MmCpn inh | Akt phos inh | GLP-1R inv ag | HEK293 tox | FUS yeast rescue | PTHR1 ag | TDP-43 yeast inh
CCc1ccc(-c2cc(C)no2)cc1S(=O)(=O)N1CCCN(Cc2ccc(F)cc2)C1 | 0% | 6% | 0% | i | 2.5µM* | -24% | 17% | -27% | 8%
Nc1ncnc2c1ncn2[C@@H]1O[C@H](C(=O)NCC(F)(F)F)[C@@H](O)[C@H]1O | -7% | -7% | nt | i | 25% | -12% | -18% | -12% | 13%
CCOC(=O)CC1C(=O)NCCN1S(=O)(=O)c1ccc(F)cc1 (configuration not stated) | 5% | -2% | 0% | i | 0% | 5% | -9% | -1% | -8%
O=C(c1ccc2c(c1)OCO2)N1CCN(c2ccccc2)CC1 | -6% | 2% | 1% | i | 0% | -12% | -19% | -19% | 27%
CCOC(=O)CN1NC2(CCCCC2)NC1=S | 3% | 5% | 0% | i | 0% | -16% | 5% | -11% | -6%
CSCc1c(C(=O)NCCc2ccccn2)oc2ccccc12 | -9% | 6% | 0% | i | -19% | 0% | 6% | -5% | 7%
COc1cccc(NC(=O)C2CCN(c3nnc(-n4c(C)ccc4C)s3)CC2)c1 | nt | -4% | nt | nt | 4% | 3% | 2% | -11% | 5%
COc1ccc(C(=O)Nc2cccc(C(=O)OCc3cc(=O)n4c5c(sc4n3)CCCC5)c2)cc1 | nt | 19% | nt | nt | 9% | -1% | -2% | -3% | 18%
CN1C[C@@H]2[C@@H]3C(=O)N(C)C(=O)[C@@H]3[C@](Cc3ccccc3)(C1=O)N2C(=O)c1ccc(F)cc1 | -5% | -7% | nt | i | 18% | 8% | -8% | 14% | -14%
O=C(Nc1ccncc1)Nc1ccc(Cl)cc1Cl | ? | -8% | 1% | i | ? | 8% | 14% | -30%[inhibitor] | -8%
COc1ccc(-c2cc(NC=O)c3ncc(-c4cccc(C(=O)NCCN(C)C)c4)n3c2)cn1 | 0% | -10% | nt | i | 0% | -2% | -5% | i | 21%
CCOC(=O)c1ccc(CSC(=N)N)o1 | 0% | -1% | -1% | i | ? | -25% | -7% | -2% | -19%
COc1ccc(NC(=O)CSc2nc(N)c3cc4c(nc3n2)CCCC4)c(OC)c1 | 4% | 4% | 1% | i | 24% | -6% | 32µM* | i | -32%[inhibitor]
CCc1ccc(CNC(=O)c2ccc(OC3CCN(C(=O)COC)CC3)cc2)nc1 | -3% | 3% | 3% | i | 0% | 14% | nt | -30% | 18%
O=C(COc1ccc(F)cc1Br)NCC1COc2ccccc2O1 (configuration not stated) | ? | 14% | -5% | i | -28% | 1% | ? | -18% | 22µM*
O=C(NCCc1ccccc1)C1CC(=O)N(c2ccc3c(c2)OCCO3)C1 (configuration not stated) | 6% | 10% | 0% | i | -4% | -5% | 9% | i | 9%
Cn1c(=O)n(CC(=O)NCC2CCCO2)c(=O)c2c3c(sc21)COC(C)(C)C3 (configuration not stated) | 2% | 9% | -2% | i | 2% | 3% | -26% | i | 3%
COc1ccccc1CNC(=O)CN1CCC(n2cnc3cc(F)ccc32)CC1 | -12% | -6% | 0% | i | 1% | 2% | -18% | i | 4%
Cc1c(NC(=O)CCSCCc2ccccn2)cccc1[N+](=O)[O-] | 0% | -2% | -1% | i | -11% | -11% | -18% | -5% | -9%[0.397 µM]
Cc1cccn2c(=O)c(C=NCCO)c(NCc3ccco3)nc12 | -1% | -6% | -1% | i | 37%[activator] | 74%[activator] | ? | 0% | 18%
Cn1cccc1/C=C1\SC(=Nc2ccccc2)NC1=O | 0% | 14% | -6% | i | ? | ? | 19% | -6% | 16%
CC1CCCN(C(=O)CNC(=O)c2ccco2)C1 (configuration not stated) | 1% | 4% | 1% | i | 7% | 6% | -16% | i | -4%
Cc1n[nH]c(C)c1S(=O)(=O)N1CCC(C(=O)N2CCn3c2nc2ccccc23)CC1 | 2% | 4% | -1% | i | 0% | -9% | -5% | -7%[57.5 µM] | -15%
CC(OC(=O)CCCN=C1NS(=O)(=O)c2ccccc21)C(=O)Nc1ccc(F)cc1Cl (configuration not stated) | -6% | 4% | 0% | i | 8% | 23% | 3% | i | 0%
O=S(=O)(Nc1ccccc1O)c1ccc(Cl)nc1 | -1% | 13% | -2% | i | -5% | 3% | 18% | -11% | -9%
